# Screening results as filed in PubChem BioAssay.
# a7 integrin act: activates integrin-mediated alleviation for muscular dystrophy | alpha7betagal myoblasts, beta-gal FDG fluorescence, 48 h | Potency, µM (doses to about 38.3 µM), without a hit: at the highest dose activation, actives largely listed as activators | 0.064% of 350,000 active;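 also: potency is read from the fitted curve at half-maximal effect; 100% = response of the positive control SU9516; nearly all actives have a fitted effect of over 60% in size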
#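 Alpha7betagal+/- myoblasts (passage 13) were plated 16-24 hr, then exposed to compounds (1:260 dilution of DMSO stock) for 48 hours at 37C. After MPER lysis, β-galactosidase reporter activity was read as FDG fluorescence (ex 480/em 540) after 30 minutes.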
# ELG1 repair inh: inhibitors of ELG1-dependent DNA repair in HEK293T cells; HEK293T ELG1-luciferase reporter, luminescence, 16 h; DNA damage induced by 5-fluorouridine; Potency, µM (top dose mostly 46.1 µM), for the others: at the highest dose activity change, negative = inhibition, usual class: inhibitors; 2.3% of 330,000 active; also: potency is read from the fitted curve at half-maximal effect; % is scaled to controls: 0 for no effect and ±100 for the full control effect; nearly all actives have a fitted effect of over 55% in size
#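 Step one: seed 2,000 cells per well. Step two: pin-transfer compound or DMSO alongside 5-fluorouridine. Step three: incubate 16 hr, 37 °C, 5% CO2. Step four: add ONE-Glo, wait 30 min, read luminescence.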
# PTAP TSG101 blk: blocks PTAP/TSG101 interaction to inhibit HIV-1 budding | Q99816 | Fluorescence polarization, FITC-PTAP peptide / Tsg101 binding | Potency, µM (top dose mostly 115 µM), without a hit: at the highest dose activity change, negative = inhibition, hits mostly inhibitors | 340,000 tested, under 10 active; active = well fitted inhibition curve with a large enough effect in the main read-out, with a control signal flat, not every such curve was filed as active; inconclusive = small, poorly fitted or top-dose-only effect, or effect the other way, or a change in a side signal; inactive = no such curve, though single readings can be large or run the other way; also: potency is read from the fitted curve at half-maximal effect; % of control where 0% means no effect
# Target sequence (Q99816 whole entry, looked up): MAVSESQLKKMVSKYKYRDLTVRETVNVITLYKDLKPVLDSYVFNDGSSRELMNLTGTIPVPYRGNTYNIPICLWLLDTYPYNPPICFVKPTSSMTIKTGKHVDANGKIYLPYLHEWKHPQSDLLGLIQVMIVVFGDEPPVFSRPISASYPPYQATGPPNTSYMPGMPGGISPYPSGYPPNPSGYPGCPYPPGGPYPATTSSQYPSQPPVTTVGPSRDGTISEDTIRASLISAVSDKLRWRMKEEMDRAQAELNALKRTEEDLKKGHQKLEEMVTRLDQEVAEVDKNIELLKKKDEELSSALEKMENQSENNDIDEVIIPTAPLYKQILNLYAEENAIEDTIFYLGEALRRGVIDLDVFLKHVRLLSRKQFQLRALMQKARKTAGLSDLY
#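 Tsg101 binding domain (10 uM final) was mixed with compound and a FITC-labeled PTAP peptide (50 nM final) in HEPES pH 7.5 buffer with NaCl, Tween 20, EDTA and TCEP; fluorescence polarization was read after 20 min at r.t.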
# B2AR arrestin: beta2AR (human) beta-arrestin recruitment activity; P07550; beta-arrestin recruitment to beta2AR, cell-based reporter; Potency, µM (series often up to 46.1 µM), without a hit: at the highest dose activation, most hits filed as activators; 0.02% of 330,000 active; AID 492947;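 also: potency is read from the fitted curve at half-maximal effect; 0% = DMSO controls and full agonism = EC100 isoproterenol or metaproterenol; nearly all actives have a fitted effect of over 65% in size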
# Target sequence (P07550 whole entry, looked up): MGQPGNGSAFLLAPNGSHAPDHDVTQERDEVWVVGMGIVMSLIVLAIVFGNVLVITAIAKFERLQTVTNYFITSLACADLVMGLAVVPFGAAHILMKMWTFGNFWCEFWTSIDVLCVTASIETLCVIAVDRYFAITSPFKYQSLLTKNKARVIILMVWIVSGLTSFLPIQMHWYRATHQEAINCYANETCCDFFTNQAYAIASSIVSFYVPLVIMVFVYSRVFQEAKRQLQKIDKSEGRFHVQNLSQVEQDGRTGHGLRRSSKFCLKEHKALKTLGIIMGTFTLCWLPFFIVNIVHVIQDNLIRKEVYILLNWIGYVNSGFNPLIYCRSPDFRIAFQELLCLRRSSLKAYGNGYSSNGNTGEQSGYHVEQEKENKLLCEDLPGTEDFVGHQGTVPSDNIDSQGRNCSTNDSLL
# A-T KAP1 phos: potential ataxia-telangiectasia treatment. […] A-T fibroblasts, KAP-1 phosphorylation AlphaLISA; neocarzinostatin DNA damage 30 min before lysis. Potency, µM (doses to about 57.5 µM), without a hit: top-dose activation, actives largely listed as activators. 0.19% of 320,000 active. AID 485349; also: potency is read from the fitted curve at half-maximal effect; % of control where 0% means no effect; nearly all actives have a fitted effect of over 45% in size
#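 ATM-like activity read as KAP-1 phosphorylation via AlphaLISA donor/acceptor antibody pairs after lysis and 6 hr at 25C. Cells were ATM-null patient fibroblasts ([…], hTERT), dosed 60 min, then exposed to the DSB inducer NCS for 30 min.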
# CXXC DNA block: blocks binding of human MLL CXXC domain to DNA; Q03164; MLL-CXXC / FITC-HOXA9 DNA fluorescence polarization; Potency, µM (series often up to 115 µM), inactives show at the highest dose activity change, negative = inhibition, hits mostly inhibitors; 0.037% of 290,000 active; active = well fitted inhibition curve with a large enough effect in the polarisation, with a control signal flat, not every such curve was filed as active; inconclusive = small, poorly fitted or top-dose-only effect, or effect the other way, or a change in a side signal; inactive = no such curve, though single readings can be large or run the other way; the % refers to the polarisation; also: potency is read from the fitted curve at half-maximal effect
#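 Purified MLL-CXXC (added from a 7 uM solution) was preincubated 5 min at ambient with pinned compounds in 50 mM Tris-HCl pH 7.5, 50 mM NaCl, 1 mM DTT, 0.05% BSA. Fluorescein-labeled HOX-A9 DNA (50 nM solution) followed, 30 min, then polarization read.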
# TCR act: activators of T cell receptors | 330,000 tested, under 10 active | Potency, µM (series often up to 9.22 µM), for inactives: at the highest dose activation of IL-2 secretion, most hits filed as activators | primary human leukocytes, anti-CD3, IL-2 HTRF, 48 h; also: % of control where 0% means no effect
#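 TCR engagement came from a-CD3 beads alone, with compounds added to primary human leukocytes for 48 hr. Secreted IL-2 bridged europium cryptate- and d2-labelled anti-IL-2 antibodies, giving FRET emission at 665nm after 320nm excitation.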
# p53 reactivator: mutant p53 re-activation in reporter cells | H1299 p53-A138V BP100-luciferase reporter, luminescence, 24 h | Potency, µM (doses to about 92.2 µM), inactives show at the highest dose activity change, positive = activation, usual class: activators | 0.063% of 320,000 active; also: potency is read from the fitted curve at half-maximal effect; % of control where 0% means no effect; nearly all actives have a fitted effect of over 45% in size
#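 H1299 (p53-null), stable ts p53-A138V + BP100-Luc; 1000 cells/well, Opti-MEM/10% FBS; cpd 4 pt, 1:5; 24 h, 37 deg C, 5% CO2; detection reagent 10 min RT; luminescence.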
# BRCA1 expr act: BRCA1 expression activation; MCF7-BRCA1-FFLuc reporter, luminescence, 48 h; response scale: scaled: vehicle 0%, 10 µM genistein 100%; Potency, µM (titrated, usually from 46.1 µM), for inactives: at the highest dose activation, most hits filed as activators; 1.1% of 380,000 active; AID 624202; also: potency is read from the fitted curve at half-maximal effect; nearly all actives have a fitted effect of over 80% in size; some results filed as inactive show a strong effect at the top dose
#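 First, MCF7-BRCA1-FFLuc cells (2000/well) attach for 2 h; next, compounds are pin-added and incubated 48 h at 37 °C; finally, luciferase reagent is added and luminescence read after 15 min.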
# TRPV1 agonist: human TRPV1 agonism; activation, % at 8.33 µM; Q8NER1; AID 540275; 0.19% of 320,000 active; TRPV1-expressing cells, Fluo-8 calcium influx, agonist mode; in the data active = activation above about 80%; inconclusive = between about 30% and that limit; also: 0% is about no effect
#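 Cells expressing TRPV1 were dye-loaded with Fluo-8 and read kinetically: 10 s baseline, 3 min after compound (agonist portion), then 2 min after EC20 capsaicin (allosteric enhancer portion). Calcium-bound dye fluorescence at 480/520 nm.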
# Numbers without * were called inactive; ? = inconclusive; / = no result given; [ ] = remark or other dose. Unless noted, calls follow the shape of the dose curve; as a rule, active = well fitted curve in the direction sought with a large enough effect; inconclusive = small, poorly fitted or top-dose-only effect, or another doubt; inactive = no such curve, though single readings can be large; an effect the other way counts as inactive or inconclusive.
entry	mol	a7 integrin act	ELG1 repair inh	PTAP TSG101 blk	B2AR arrestin	A-T KAP1 phos
1	CCS(=O)(=O)c1ccc2c(c1)N(S(C)(=O)=O)CC(C(=O)NCc1ccccc1OC)O2 (configuration not stated)	-6%	4%	-2%	0.2%	8%
2	Nc1ccc(-c2sc(N)nc2-c2ccccc2)cc1	2%	?	3%	-0.6%	29%
3	CC(=O)N/C(=C/c1ccc2c(c1)OCO2)C(=O)NC(Cc1ccccc1)C(=O)O (configuration not stated)	-9%	/	-1%	/	/
4	Cn1c(Cc2cccs2)nnc1SC/C=C/c1ccccc1	0%	6%	-1%	-0.5%	3%
5	COc1cc(-c2noc(C)c2C(=O)NCCCN2CCOCC2)cc(OC)c1OC	33%	?	/	-0.9%	-13%
6	O=C(COc1ccccc1)NNc1nc2c(F)cccc2s1	-10%	-12%	-2%	-0.9%	5%
7	CCc1ccc(NC(=O)Cn2cccc2)cc1	8%	?	-6%	0.1%	-3%
8	CN1CCN(NC(=O)CSc2ccc(Cl)cc2Cl)CC1	7%	1%	-8%	0.2%	5%
9	CNc1oc(C)nc1S(=O)(=O)c1ccc(C)cc1	23%	1%	-5%	-1.9%	5%
10	COc1ccc(N2CCN(C(=O)CN3C(=O)NC4(CCCCCC4)C3=O)CC2)cc1	9%	4%	-3%	-0.1%	-12%
11	O=C(CS(=O)CC(=O)NC12CC3CC(CC(C3)C1)C2)Nc1ccc(F)cc1 (configuration not stated)	3%	10%	-3%	-0.3%	-1%
12	CCN(C(=O)COC(=O)/C=C/c1ccccc1[N+](=O)[O-])C1CCS(=O)(=O)C1 (configuration not stated)	0%	-1%	0%	-0.1%	-1%
13	CCOC(=O)N1CCN(C(=S)NCCOC)CC1	1%	9%	-1%	0.0%	/
14	O=C(Nc1ccccc1C(=O)N1CCOCC1)c1ccc(Cl)cc1	32%	-1%	-2%	-0.4%	5%
15	O=C1[C@H]2[C@H](ON3CCCC[C@H]23)C(=O)N1c1cccc(C(F)(F)F)c1	13%	-6%	1%	-0.1%	2%

entry	CXXC DNA block	TCR act	p53 reactivator	BRCA1 expr act	TRPV1 agonist
1	82%[activator]	-6%	-3%	2%	1
2	-3%	7%	-4%	0%	/
3	/	-4%	/	-6%	/
4	-3%	-8%[46.1 µM]	5%	0%	2
5	/	-3%	4%	1%	/
6	-1%	10%	1%	1%	-1
7	1%	-15%	12%	60%	-2
8	14%	-3%	1%	-1%	12
9	3%	-8%	-3%	-14%	-3
10	/	-10%	-7%	-13%	-2
11	-3%	0%	-2%	-17%	2
12	22%	-2%	?	6%	-1
13	-9%	-6%	1%	-1%[1.84 µM]	0
14	5%	3%	-1%	6%	-1
15	12%	-9%	3%	-30%	-1

# Only CXXC DNA block (3 entries from above):
cpd	SMILES	CXXC DNA block
11	O=C(CS(=O)CC(=O)NC12CC3CC(CC(C3)C1)C2)Nc1ccc(F)cc1 (configuration not stated)	-3%
13	CCOC(=O)N1CCN(C(=S)NCCOC)CC1	-9%
15	O=C1[C@H]2[C@H](ON3CCCC[C@H]23)C(=O)N1c1cccc(C(F)(F)F)c1	12%

# Continuation.
entry	mol	a7 integrin act	ELG1 repair inh	PTAP TSG101 blk	B2AR arrestin	A-T KAP1 phos
16	O=C1N/C(=C\c2ccc(O)cc2)C(O)=C1C=NCc1ccccc1	2%	?	-1%	0.3%	4%
17	CC(=O)N1CCN(C(=S)NCCc2ccccc2)CC1	-19%	16%	-1%	-0.5%	-4%
18	CCOc1cccc2cc(C(=O)N3CCc4ccccc43)c(=O)oc12	4%	0%	2%	-0.1%	0%
19	Cn1nnnc1SCC(=O)Nc1ccc2c(c1)OCCO2	-16%	?	-2%	-0.1%	0%
20	COc1ccc(/C=N/NC(=O)c2ccc3c(c2)NC(=O)C(C)(C)O3)cc1OC	-18%	?	-5%	-0.2%	0%
21	O=C(COC(=O)c1cc(-c2cccs2)nn1-c1ccccc1)Nc1cc([N+](=O)[O-])ccc1Cl	-15%	-1%	-3%	0.5%	-5%
22	Cc1noc(NS(=O)(=O)c2ccc(NS(=O)(=O)c3ccc(Cl)cc3)cc2)c1C	2%	16%	-2%	-1.0%	7%
23	CCc1ccc(-c2cc(C(F)(F)F)n3nc(C(=O)Nc4cnn(Cc5ccccc5C)c4)cc3n2)s1	5%	-7%	-5%	-0.2%	1%
24	CSc1ccc(-c2nnn(Cc3ccccn3)n2)cc1	-8%	?	-3%	-0.2%	5%
25	O=C(CSc1nnc(Nc2ccccc2)s1)NC1CCS(=O)(=O)C1 (configuration not stated)	8%	27%	-4%	-0.9%	-2%
26	Cc1cc(C)c(S(=O)(=O)/N=C2/C=C(SCC(=O)O)C(=O)c3ccccc32)cc1C	-65%[inhibitor]	?	-4%	0.0%	-12%
27	c1ccn2c(CNc3ncnc4sccc34)nnc2c1	-3%	1%	-15%	-1.4%	3%
28	Cc1ccccc1CSc1nnc(-c2ccncc2)o1	-10%	?	-4%	0.1%	5%
29	O=C(NCCN1CCCCC1)c1cccc2c1C(=O)c1ccc(N3CCCC3)cc1S2(=O)=O	-7%	?	?	0.3%	-9%
30	CC12CCC(C(=O)N(c3cccc(Cl)c3)C1=O)C2(C)C (configuration not stated)	-2%	-2%	2%	-0.6%	12%

entry	CXXC DNA block	TCR act	p53 reactivator	BRCA1 expr act	TRPV1 agonist
16	-4%	-1%[46.1 µM]	6%	-31%	-2
17	5%	-4%[46.1 µM]	-8%	38%	3
18	5%	5%	5%	-7%	6
19	2%	2%	2%	19%	-1
20	6%	1%	-3%	-11%	1
21	13%	-1%[46.1 µM]	-4%	8%	3
22	/	5%	-1%	-6%	/
23	20%	5%	0%	-34%	/
24	-16%	4%	?	8.9µM*	25
25	/	8%	4%	-26%	/
26	4%	/	-13%	-81%[inhibitor]	-4
27	0%	-4%[46.1 µM]	1%	3%	1
28	-1%	-5%	19%	53%	11
29	/	5%	2%	0%	/
30	13%	3%[46.1 µM]	5%	-24%	-1

# (listing goes on)
entry	mol	a7 integrin act	ELG1 repair inh	PTAP TSG101 blk	B2AR arrestin	A-T KAP1 phos
31	CCOC(=O)c1c(C)n(C)c2c(C)cc(O)c(OC(C)=O)c12	-3%	8%	1%	-0.1%	-7%
32	CC(=O)c1ccc(N2CCN(C(=O)C3CCN(S(=O)(=O)c4ccc(F)cc4)CC3)CC2)cc1	20%	?	5%	0.0%	5%
33	CCCC1(CCC)NC(=O)N(CC(=O)Nc2cccc(OC)c2)C1=O	-8%	-1%	-7%	0.0%	4%
34	CCn1nnnc1-c1ccc(OC)c(S(=O)(=O)NCc2ccccc2)c1	9%	-1%	-1%	-0.2%	1%
35	O=C(CN(c1ccc(Cl)cc1)S(=O)(=O)c1ccccc1)N1CCN(c2ccccc2)CC1	6%	-19%	?	-0.2%	-3%
36	O=C(CSc1nnc2scc(-c3ccccc3)n12)Nc1nsc(-c2ccccc2)n1	-41%	9.2µM*	-7%	-0.3%	-12%
37	COC(=O)c1[nH]c2cc(OC)ccc2c1N	10%	0%	-7%	-0.1%	5%
38	COc1ccc(CC(=O)NCC(=O)Nc2ccccc2Br)cc1	?	3%	-1%	-0.8%	-7%
39	COc1ccc(Cl)cc1NC(=O)CN(C(=O)c1ccco1)C1CCCCC1	17%	-4%	-13%	0.2%	16%
40	COc1cccc(CC2(CO)CCN(Cc3cnc(-c4cccc(C)c4)nc3)CC2)c1	-39%	?	-2%	0.3%	4%
41	CN(C)S(=O)(=O)N1CCN(c2ccccc2Cl)CC1	-14%	-2%	-3%	0.7%	2%
42	O=C(CNS(=O)(=O)c1ccc(Br)s1)NCCc1ccc(Cl)cc1	5%	26%	-8%	-0.7%	9%
43	COc1ccc(NS(=O)(=O)c2cc(NC(=O)c3cnc(C)cn3)ccc2N2CCCC2)cc1	-3%	?	-2%	-0.1%	1%

entry	CXXC DNA block	TCR act	p53 reactivator	BRCA1 expr act	TRPV1 agonist
31	1%	6%	8%	-10%	2
32	/	-1%	-9%	1%	-1
33	-1%	-1%	-7%	-3%	9
34	-4%	3%	-2%	-6%	16
35	31%[activator]	13%	1%	22%[1.84 µM]	2
36	24%	-8%	-6%	-56%	0
37	15%	6%	14%	7%	3
38	-4%	1%	5%	2%	-1
39	-2%	-3%	-2%	-19%	0
40	0%	6%	5%	1%	16
41	2%	3%	2%	1%	9
42	-6%	5%	-6%	-18%	2
43	1%	8%[46.1 µM]	-5%	-66%	?
